# High-throughput results from PubChem BioAssay.
# TGFb inhibitor: blocks TGF-b signaling; Potency, µM (top dose mostly 46.1 µM), for the others: at the top dose activity, negative = inhibition, most hits filed as inhibitors; HepG2 CAGA-GFP TGF-b/SMAD3 reporter, GFP fluorescence, 18 h; TGF-beta stimulated, 500 pg/mL final; hit rate 1.2% among 410,000; note: potency is the fitted concentration of half-maximal effect; % is set by controls: 0 for no effect and ±100 for the full control effect; nearly all actives have a fitted effect of over 65% in size
#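 Smad-responsive CAGA-GFP expression was quantified in HEPG2 cells exposed to compounds and 500 pg/mL final TGF-beta for 18 h at 37 degrees C; unstimulated wells defined full inhibition.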
# EPAC2 agonist: agonists of human EPAC2 (RAPGEF4); Q8WZA2; EPAC2 activation, biochemical qHTS; response scale: 100% = 6.5 mM cAMP response; Potency, µM (series often up to 154 µM), inactives show at the highest dose activation, usual class: activators; hit rate 0.079% among 360,000; AID 720711; note: potency is the fitted concentration of half-maximal effect; nearly all actives have a fitted effect of over 50% in size
# Target sequence (Q8WZA2 whole entry, looked up): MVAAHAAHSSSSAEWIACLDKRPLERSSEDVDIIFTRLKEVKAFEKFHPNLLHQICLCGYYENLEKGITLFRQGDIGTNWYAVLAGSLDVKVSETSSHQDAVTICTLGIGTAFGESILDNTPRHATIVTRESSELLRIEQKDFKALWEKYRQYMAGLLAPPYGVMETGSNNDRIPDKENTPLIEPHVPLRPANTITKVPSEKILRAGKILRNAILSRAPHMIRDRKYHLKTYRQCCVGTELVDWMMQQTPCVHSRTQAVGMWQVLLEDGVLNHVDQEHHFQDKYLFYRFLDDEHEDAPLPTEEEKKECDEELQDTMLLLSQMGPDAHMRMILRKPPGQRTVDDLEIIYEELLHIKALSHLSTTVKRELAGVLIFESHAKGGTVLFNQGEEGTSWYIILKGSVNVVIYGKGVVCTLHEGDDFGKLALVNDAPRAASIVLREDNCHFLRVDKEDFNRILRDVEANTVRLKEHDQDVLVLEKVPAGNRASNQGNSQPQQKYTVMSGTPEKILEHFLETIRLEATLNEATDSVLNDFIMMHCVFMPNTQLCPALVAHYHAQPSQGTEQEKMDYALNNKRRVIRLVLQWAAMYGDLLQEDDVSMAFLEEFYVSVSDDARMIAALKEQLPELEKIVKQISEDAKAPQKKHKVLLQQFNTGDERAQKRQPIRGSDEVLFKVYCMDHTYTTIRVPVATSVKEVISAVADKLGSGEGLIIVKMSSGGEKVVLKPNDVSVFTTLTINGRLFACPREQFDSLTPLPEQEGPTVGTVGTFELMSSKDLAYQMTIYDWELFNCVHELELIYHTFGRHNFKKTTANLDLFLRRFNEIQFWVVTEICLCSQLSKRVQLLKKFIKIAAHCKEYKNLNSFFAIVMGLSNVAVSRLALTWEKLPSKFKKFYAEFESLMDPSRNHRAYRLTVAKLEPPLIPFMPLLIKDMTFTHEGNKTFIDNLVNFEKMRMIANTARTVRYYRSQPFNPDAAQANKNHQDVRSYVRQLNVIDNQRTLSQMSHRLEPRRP
#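 Setup: EPAC2 100 nM, labeled Rap1B complex 250 nM, free GDP 50 uM. Compound titrations pinned in, brief spin, 5 min room temperature incubation. Kinetic fluorescence read over 30 min, normalized to 6.5 mM cAMP.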
# A549 tox: counter-screen for Nrf2 inhibitors: cytotoxicity in A549 cells | A549 ARE-Fluc cells, CellTiter-Fluor viability, 18-24 h | hit rate 0.16% among 390,000 | AID 504648 | Potency, µM (highest dose often 46 µM), without a hit: top-dose activity change, negative = cytotoxicity, hits mostly inhibitors; note: potency is the fitted concentration of half-maximal effect; % is set by controls: 0 for no effect and ±100 for the full control effect
#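 Cytotoxicity counterscreen: CellTiter-Fluor fluorescence was measured in A549 ARE_Fluc cells after 18-24 h of compound exposure in a concentration series. The subsequent BugLite luminescent read reports ARE-luciferase activity.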
# pAkt inh: inhibitors of Akt phosphorylation; Neuro2A IGF-stimulated pAkt S473 HTRF, 20 min; hits give low values; hit rate 0.32% among 360,000; activity change, % for hits at 50 µM; in the data active = activity change below about -80%; inconclusive = mostly about -51% to -80%; note: % is set by controls: 0 for no effect and ±100 for the full control effect
#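 Single-point screen (50 µM final compound) in Neuro2A cells stimulated 20 min with 6 nM IGF at 37 deg C. After lysis, Ser473-phosphorylated Akt read by HTRF (ex 330 nm, em 615/665 nm) as the 665/615 ratio.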
# MmCpn inh: blocks the Methanococcus maripaludis chaperonin Mm-Cpn. purified Mm-Cpn ATPase, ADP Transcreener TR-FRET. Potency, µM (titrated, usually from 76.9 µM), inactives show top-dose activity, negative = inhibition, actives largely listed as inhibitors. hit rate 0.031% among 330,000. AID 504842; note: potency is the fitted concentration of half-maximal effect; % is set by controls: 0 for no effect and ±100 for the full control effect; nearly all actives have a fitted effect of over 80% in size
#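 Reaction buffer contained 30 mM Tris pH 7.4, 100 mM KCl, 5 mM MgCl2 and 1 mM DTT. Mm-CPN (25 nM final) hydrolysed 10 uM ATP over 30 min at 37°C; ADP was read by HTRF.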
# CCT modulator: cytosolic chaperonin activity modulation. activity change, % (concentration not given with the values), hits read low. hit rate 0.3% among 360,000. purified chaperonin ATPase assay, HTRF ADP detection, 30 min; in the data active = activity change below about -30%; note: % is set by controls: 0 for no effect and ±100 for the full control effect
#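 Nucleotide hydrolysis assay: TRiC at 20–40 nM final (set by batch activity) with 10 uM ATP, 30 min at 37 °C, in presence of 76 uM compound. Detection by competitive ADP HTRF, 30 min ambient.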
# EPAC2 antagonist: antagonists of human EPAC2; Q8WZA2; EPAC2 GEF exchange of Rap1B-BODIPY-GDP, fluorescence; Potency, µM (highest dose often 114 µM), inactives show at the top dose activity, negative = inhibition, hits mostly inhibitors; hit rate 0.18% among 360,000; AID 720708; note: potency is the fitted concentration of half-maximal effect; % is set by controls: 0 for no effect and ±100 for the full control effect; nearly all actives have a fitted effect of over 45% in size; many of its hits are not listed in these tables
# Nrf2 activator: Nrf2 pathway activation; AREc32 ARE-luciferase reporter (MCF7-derived line), luminescence, 24 h; Potency, µM (highest dose often 46.1 µM), inactives show at the highest dose activation, actives largely listed as activators; hit rate 0.31% among 410,000; AID 624171; note: potency is the fitted concentration of half-maximal effect; % of control where 0% means no effect; nearly all actives have a fitted effect of over 65% in size
#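 Luciferase luminescence (Steady-Glo, 30 min at room temperature) served as the read-out of ARE activation in AREc32 cells treated with compounds for 24 hr at 37 deg C.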
# Nrf2 inh: inhibitors of Nrf2 signaling; A549 ARE-Fluc reporter, luciferase luminescence, 18-24 h; hit rate 2.1% among 360,000; Potency, µM (highest dose often 46 µM), without a hit: at the top dose activity change, negative = inhibition, actives largely listed as inhibitors; note: potency is the fitted concentration of half-maximal effect; % is set by controls: 0 for no effect and ±100 for the full control effect; nearly all actives have a fitted effect of over 60% in size
#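 Cells were seeded and rested 2 h, then exposed to compounds for 18-24 h. CellTiter-Fluor was read first as a viability measure. BugLite was added 15 min before the final luminescent read of ARE-luciferase activity in A549 cells.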
# Numbers without * were called inactive; i = inactive; ? = inconclusive; . = not tested or not shown; [ ] = remark or other dose. Unless noted, calls come from the whole dose curve; as a rule, active = well fitted curve in the direction sought with a large enough effect; inconclusive = small, poorly fitted or top-dose-only effect, or another doubt; inactive = no such curve, though single readings can be large; an effect the other way counts as inactive or inconclusive. An excerpt (hit frequency here may not be typical).
SMILES,EPAC2 agonist,CCT modulator,Nrf2 activator,Nrf2 inh,pAkt inh,A549 tox,EPAC2 antagonist,MmCpn inh,TGFb inhibitor
Cc1ccc(NC(=O)CSCC(=O)N(CCC(C)C)c2c(N)n(Cc3ccccc3)c(=O)[nH]c2=O)cc1,-12%,2.0,2.2%,?,i,-7%,-16%,0%,-11%
C/C=C/c1ccc(OCCCCOc2ccccc2F)c(OC)c1,-4%,-1.8,-0.8%,18%,i,4%,5%,3%,-3%
O=C(NCC1CCCO1)c1ccc(NC(=O)C2CCCCC2C(=O)O)cc1 (stereo not given),-5%,0.6,-0.9%,.,i,2%,7%,-1%,8%
CC1CCN(CC(O)COC2CCC(C(C)(C)C)CC2)CC1 (stereo not given),-2%,-2.0,0.1%,4%,i,-18%,-6%,-1%,10%
Cc1ccc(S(=O)(=O)N(C)c2ccc(C(=O)N3CCc4ccccc4C3)cc2)cc1,10%,0.7,2.5%,-25%,i,-9%,-5%,1%,?
CC1CCN(c2ccc3c(c2)S(=O)(=O)c2cccc(C(=O)NCc4cccc(F)c4)c2C3=O)CC1,-4%,-0.5,-0.2%,15%,i,-6%,.,-2%,2%
CCN(CC)C(=O)Sc1cccc2cccnc12,9%,-1.8,?,13%,i,0%,-1%,0%,-2%
CC(Sc1nnc(-c2cccs2)n1C1CC1)C(=O)NCC1CCCO1 (stereo not given),-3%,-0.9,-1.1%,11%,i,-1%,7%,0%,0%
CCN(CC)c1ccc(S(=O)(=O)N2CCOCC2)cc1NC(=O)COC(=O)/C=C/c1ccc(O)c(OC)c1,-2%,-1.5,4.3%,18%,i,-1%,-2%,.,-1%
COC(=O)c1ccccc1Sc1ncnc2onc(C)c12,1%,-0.8,?,-1%,i,-3%,6%,1%,?
CCCN(C(=O)c1c(C)oc2ncn(CC(C)C)c(=O)c12)c1ccccc1C,.,.,-0.5%,17%,.,-4%,.,.,-23%
O=C(CN(CCc1ccccc1)C(=O)CNS(=O)(=O)c1ccc(F)cc1)NCc1ccco1,7%,2.5,4.6%,.,i,-8%,-8%,0%,50%
O=S(=O)(c1cccs1)N1CCC2(CC1)OCCN2S(=O)(=O)c1ccccc1,18%,0.9,0.3%,-5%,i,1%,2%,-1%,-1%
CCOC(=O)c1ccc(NC(=O)c2ccc[n+]([O-])c2)cc1,15%,-0.2,-0.8%,3%,i,0%,9%,-3%,-2%
O=C(CSc1nc(C2CC2)nc2ccccc12)N1c2ccccc2Sc2ccc(C(F)(F)F)cc21,-1%,1.5,2.0%,?,i,-9%,-3%,-28%,-3%
CN1C(=O)CSC1=Nc1cccc(C(=O)O)c1,1%,-5.6,0.2%,5%,i,3%,10%,4%,-9%
COC(=O)CC1C(=O)NCCN1C(=S)Nc1cccc(C)c1 (stereo not given),-1%,1.7,-0.8%,13%,i,6%,15%,1%,4%
COc1cccc(/C=N/NC(=O)CSCC(=O)Nc2ccccc2)c1O,2%,-0.3,-0.4%,.,i,3%,5%,2%,8%
Cc1ccc(N(C(=O)CNC(=O)c2ccco2)C(C(=O)NC2CCCCC2)c2cccnc2)cc1 (stereo not given),-3%,-1.7,-0.3%,8%,i,-1%,4%,-3%,1%
N#CCCN1CCN(C(=S)c2ccc(-c3cc(Cl)ccc3Cl)o2)CC1,-1%,0.5,4.2%,?,i,?,3%,-3%,-25%
CC(C)(C)c1ccc(C(=O)NCC(=O)NCC(C)(C)N2CCOCC2)cc1,13%,2.5,-0.1%,23%,i,10%,19%,-5%,2%
Cc1ccc(NC(=O)C2CCN(S(=O)(=O)c3ccc4[nH]c(=O)ccc4c3)CC2)c(C)c1,0%,0.1,-0.6%,12%,i,2%,2%,-3%,-2%
Cc1ccc(NC2=NC3(CCCC3)N=C(N)N2)c(C)c1,-2%,-0.3,-0.8%,12%,i,-6%,5%,1%,8%
O=S(=O)(NC1CCCCC1)c1cccs1,7%,-1.4,-0.5%,23%,i,0%,-5%,0%,8%
CC(=O)c1cnc(SCCN2C(=O)c3ccccc3C2=O)nc1C,7%,-0.6,8.6%,0%,i,12%,-5%,1%,16%
CC(C)Oc1ccccc1/C=N/Nc1ccccc1[N+](=O)[O-],17%,-2.5,10µM*,15%,i,-2%,-15%,2%,-12%
COc1ccc(CCNc2nc(-c3sc(N)nc3C)cs2)cc1OC,-4%,-0.4,7.1%,-26%,i,-7%,-6%,0%,1%
O=C(CN1C(=O)c2cccnc2Oc2ccc(Cl)cc21)Nc1cccc(C(F)(F)F)c1,.,.,0.0%,?,.,0%,.,.,-25%
CC(=O)N1c2ccc(S(=O)(=O)NCC3CCC(C(=O)N4CCC(C)CC4)CC3)cc2CC1C (stereo not given),6%,-0.5,0.0%,11%,i,-12%,-4%,1%,-8%
O=C(NC1=NCCS1)c1cccc(N2C(=O)c3ccccc3C2=O)c1,9%,-1.0,-1.1%,-13%,i,2%,5%,2%,3%
COC(=O)c1ccc(COc2ccccc2/C=C(\C#N)C(=O)NC(C)C)cc1,9%,-1.3,-0.8%,4%,i,-5%,-1%,2%,0%
COc1ccc(C(C)N2CC34C=CC(O3)C(C(=O)O)C4C2=O)cc1 (stereo not given),1%,-1.4,-0.9%,1%,i,-6%,4%,.,-11%
COCC(=O)NC1CCN(S(=O)(=O)c2ccc(C(=O)O)cc2)CC1,0%,1.0,0.0%,13%,i,-3%,-5%[57.1 µM],-2%,-2%
Cc1cc(C)c(C#N)c(SCC(=O)Nc2ccc3c(c2)OCO3)n1,-5%,-1.7,0.8%,-9%,i,1%,1%,-1%,9%
NS(=O)(=O)c1cc(C(=O)OCC(=O)c2ccccc2)c(Cl)cc1Cl,3%,0.5,-0.3%,-18%,i,-8%,11%,-2%,5%
O=C(Nc1cc(-c2ccccc2)cs1)c1ccco1,4%,-0.2,?,1%,i,-3%,-4%,0%,-19%
COc1cccc(C2c3cc4c(cc3OC(N3CCCC3)C2C)OCO4)c1O (stereo not given),6%,-2.7,0.0%,-7%,i,-12%,-5%,.,?
COc1ccc(CCNC(=O)COc2cc(=O)n(C)c3ccccc23)cc1OC,-8%,-3.0,0.6%,-14%,i,-4%,11%,0%,0%
CCc1nc2ccc(C(=O)N3CCN(C(=O)c4ccco4)CC3)cn2c1N(CC)CCOC,2%,-0.4,0.3%,.,i,.,6%,.,0%
Cc1cccc(C)c1NC(=O)NC1(C(=O)N2CCOCC2)CCCCC1,8%,-1.7,-1.6%,3%,i,2%,1%,1%,13%
CCn1c(C(=O)N2CCCC(C(=O)NCCc3ccc(C)cc3)C2)cc2sccc21 (stereo not given),-2%,-3.8,-1.6%,?,i,-15%,-1%,0%,13µM*
COCCCN(C(=S)Nc1cc(Cl)cc(Cl)c1)C(C)c1ccncc1 (stereo not given),7%,1.0,0.2%,-14%,i,0%,1%,1%,?
C=CCn1c(SCC(=O)Nc2ccc(C)cc2C)nnc1-c1cccnc1,6%,-0.9,-0.8%,-7%,i,-6%,-6%,1%,15%
COc1ccc(N2CCN(C(=O)CCNS(=O)(=O)c3ccc4c(c3)CCC(=O)N4)CC2)cc1,11%,-3.7,-0.8%,-11%,i,-12%,6%,-1%,17%
CCOC(=O)C1=C(C)n2c(s/c(=C3\C(=O)Nc4ccccc43)c2=O)=NC1c1ccc(OC)cc1 (stereo not given),-8%,-3.1,3.0%,-13%,i,-9%,-1%,3%,-14%
Cn1nc(C(F)(F)F)c(/C=N/OC(=O)c2ccccc2)c1Sc1ccc(Cl)cc1,7%,0.6,0.4%,15µM*,i,-7%,-4%,-2%,?
CC(=O)Nc1ccc(NS(=O)(=O)c2ccccc2)c2ccccc12,3%,-4.0,-0.5%,-3%,i,7%,4%,-1%,-8%
CCCn1c(=O)c2c(c3ccccc31)OCC(=O)N2,7%,-2.9,-0.1%,40%,i,-3%,0%,0%,-1%
CC1=C/C(=C(/c2cc(C)c(O)c(Br)c2)c2ccccc2S(=O)(=O)O)C=C(Br)C1=O,-7%,-2.1,-1.3%,?,i,?,?,?,-1%
N#Cc1c(NC(NC(=O)c2ccco2)C(=O)c2ccccc2)sc2c1CCCC2 (stereo not given),18%,1.0,?,-16%,i,-11%,-11%,2%,-18%

# The results go on:
SMILES,EPAC2 agonist,CCT modulator,Nrf2 activator,Nrf2 inh,pAkt inh,A549 tox,EPAC2 antagonist,MmCpn inh,TGFb inhibitor
O=C(CCc1nc2ccccc2c(=O)[nH]1)OCC(=O)c1ccc(C2CCCCC2)cc1,-3%,1.9,0.1%,?,i,6%,16%,-13%,-12%
CC(C)c1cccc(C(C)C)c1NC(=O)CCl,15%,-2.2,?,?,i,1%,8%,1%,-22%
Cc1ccccc1C(=O)NC1CCSC1=O (stereo not given),2%,1.3,0.3%,-7%,i,-2%,14%,1%,8%
CCc1ccccc1NC(=O)Cn1nnc(-c2cccs2)n1,-1%,-11,-0.8%,-12%,i,0%,2%,1%,12%
O=C(O)C1CCCCC1C(=O)NCc1ccncc1 (stereo not given),-1%,-2.4,-0.1%,-4%,i,0%,9%,?,-1%

# Of the compounds above, these have a CF3 group:
SMILES,EPAC2 agonist,CCT modulator,Nrf2 activator,Nrf2 inh,pAkt inh,A549 tox,EPAC2 antagonist,MmCpn inh,TGFb inhibitor
O=C(CSc1nc(C2CC2)nc2ccccc12)N1c2ccccc2Sc2ccc(C(F)(F)F)cc21,-1%,1.5,2.0%,?,i,-9%,-3%,-28%,-3%
O=C(CN1C(=O)c2cccnc2Oc2ccc(Cl)cc21)Nc1cccc(C(F)(F)F)c1,.,.,0.0%,?,.,0%,.,.,-25%
Cn1nc(C(F)(F)F)c(/C=N/OC(=O)c2ccccc2)c1Sc1ccc(Cl)cc1,7%,0.6,0.4%,15µM*,i,-7%,-4%,-2%,?
